Screening results deposited in PubChem by several laboratories.
E-sel TNF inh – TNF alpha driven E-selectin expression inhibition. HUVEC TNFa-induced E-selectin immunofluorescence, high content. inhibition, % at 2 µM. 120,000 compounds, 0.71% hits. AID 1246;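 active = inhibition above the batch mean plus 3 SD, and confirmed as a hit on visual image review, cut at about 43% in these data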;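 also: 0% = TNF-stimulated DMSO wells and 100% = unstimulated control wells; not every result past the cut was called active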
Yeast lifespan up – extends the lifespan of yeast; S. cerevisiae growth with nicotinamide, OD615; deaD strain in restrictive glucose medium; inhibition of the nicotinamide effect, % at 10 µM; 130,000 compounds, 0.68% hits; AID 775;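 active = inhibition above a set limit, placed 3 SD over the median of all compounds, cut at about 26% in these data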;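 also: 0% = nicotinamide-treated wells and 100% = cells grown without nicotinamide; some compounds called inactive have numbers as strong as hits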
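Material: Modified budding yeast, DeaD strain | Medium: Restrictive glucose medium | Probe or stimulus: 1.5 mM nicotinamide | Dosing: Single dose 10 µM compound, 0.25% DMSO | Times: 48 h at 30 °C | Technique: OD615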
Phagocytosis inh – blocks phagocytosis by macrophages | J774A.1 macrophage IgG-bead phagocytosis, imaging | 110,000 compounds, 0.07% hits | inhibition, % at 5 µM;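 active = inhibition above the mean of the plate negative controls plus 5 SD, cut at about 13% in these data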;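 also: phagocytic index as fraction of beads internalized from green versus red external bead signal; plate controls were DMSO negative control for no effect and cytochalasin-D positive control for full effect; some results beyond the cut were filed as inactive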
NPY-Y2 antag – NPY-Y2 (human) receptor antagonism; AID 793; 140,000 compounds, 0.99% hits; inhibition, % at 2.7 µM; NPY-Y2 expressing cells, antagonist mode; P49146; in the data active = inhibition above about 17%;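 also: 0% = vehicle with agonist challenge and 100% = reference antagonist with challenge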
Target sequence (P49146 whole entry, looked up): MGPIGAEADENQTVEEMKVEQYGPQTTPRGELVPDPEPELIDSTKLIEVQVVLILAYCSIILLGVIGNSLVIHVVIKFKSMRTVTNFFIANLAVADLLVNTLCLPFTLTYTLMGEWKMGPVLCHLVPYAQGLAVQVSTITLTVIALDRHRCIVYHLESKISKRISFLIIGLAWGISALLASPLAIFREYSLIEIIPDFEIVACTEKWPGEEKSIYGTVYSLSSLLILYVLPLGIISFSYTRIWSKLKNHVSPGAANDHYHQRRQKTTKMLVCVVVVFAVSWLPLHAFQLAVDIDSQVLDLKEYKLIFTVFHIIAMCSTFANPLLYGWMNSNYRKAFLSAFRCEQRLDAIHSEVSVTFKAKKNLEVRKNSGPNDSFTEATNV
MRP-1 activ – activators of MRP-1 | H69AR cells + doxorubicin, viability rescue, CellTiter-Glo | viability increase, % at 10 µM | 140,000 compounds, 0.61% hits;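 active = viability gain under doxorubicin at or above a set limit, the compound median plus 3 SD, cut at about 4.7% in these data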;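 also: MRP-1 overexpressing cells given doxorubicin 25 µM after compound pretreatment; 18-22 h compound pretreatment then 72 h with doxorubicin before readout; 0% = doxorubicin-only wells and 100% = vehicle-treated cells without doxorubicin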
GALR2 blocker – blocks the human galanin receptor 2 | 140,000 compounds, 0.39% hits | O43603 | GALR2-expressing cells, antagonist mode | inhibition, % at 4 µM; in the data active = inhibition above about 27%;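 also: cells stimulated with galanin 1-16 at roughly its EC80; 0% = agonist challenge control and 100% = basal control without agonist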
Target sequence (O43603 whole entry, looked up): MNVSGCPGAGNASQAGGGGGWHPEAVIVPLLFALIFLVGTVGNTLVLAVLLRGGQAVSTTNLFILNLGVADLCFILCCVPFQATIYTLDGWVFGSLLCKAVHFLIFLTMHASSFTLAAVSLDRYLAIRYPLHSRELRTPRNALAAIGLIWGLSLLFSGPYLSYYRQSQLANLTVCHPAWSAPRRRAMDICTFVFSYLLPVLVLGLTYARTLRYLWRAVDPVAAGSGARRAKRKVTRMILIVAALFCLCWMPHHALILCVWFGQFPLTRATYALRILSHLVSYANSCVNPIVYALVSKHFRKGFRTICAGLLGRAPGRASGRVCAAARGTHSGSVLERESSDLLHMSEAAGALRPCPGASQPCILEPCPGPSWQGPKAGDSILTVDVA
bCat KO growth – beta-catenin-lacking colon tumor cell growth suppression; HCT116 beta-catenin knockout viability, CellTiter-Glo, 60 h; stronger effect = lower value; viability, % at 10 µM; 140,000 compounds, 1.5% hits; AID 818;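 active = viability at or under a set limit, the compound median less 4 SD, cut at about 6% in these data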;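 also: 0% = Hyamine 1622 control at 20 µM and 100% = untreated cell control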
Measles CPE – protection of cells from measles virus. protection (pct of control), % at 4 µM. Measles virus-infected cells, CPE protection, absorbance. AID 841. 140,000 compounds, 1.5% hits; in the data active = protection mostly above about 24%, no sharp cut-off; inactive = mostly below about 26%; also: some compounds called inactive have numbers as strong as hits
PTEN del growth – PTEN-deleted cell growth suppression | AID 827 | HCT116 PTEN-null viability, CellTiter-Glo, 60 h; stronger effect = lower value | 140,000 compounds, 1.2% hits | viability, % at 10 µM;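 active = viability at or below a set limit, 4 SD under the median of all tested compounds, cut at about 3.7% in these data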;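 also: PTEN knockout HCT116 line with beta catenin targeted HCT116 as companion control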
BB579 growth dn – yeast BB579 growth reduction in restrictive medium. 140,000 compounds, 0.51% hits. inhibition, % at 10 µM. AID 804. S. cerevisiae BB579 growth, OD615, 48 h;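 active = inhibition above a set limit, 3 SD over the mean compound inhibition, cut at about 44% in these data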; also: inactives centre near -24
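System: Saccharomyces cerevisiae DeaD strain BB579, replicative lifespan model yeast | Buffer or medium: Restrictive glucose-based CSMM-D medium | Times: 4 h preincubation and 48 h exposure at 30 °C | Detection: OD615 turbidity measurement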
* = called active by the depositor; x = not tested or not shown.

The opening two compounds (preview)
SMILES	E-sel TNF inh	Yeast lifespan up	Phagocytosis inh	NPY-Y2 antag	MRP-1 activ	GALR2 blocker	bCat KO growth	Measles CPE	PTEN del growth	BB579 growth dn
COc1cc(/C=N/NC(=O)C(Cc2c[nH]c3ccccc23)NC(=O)OCc2ccccc2)cc([N+](=O)[O-])c1O (stereo not given)	x	-1	-3	1	0.4	1	104	6	98	-33
C/C(=N/NC(=O)c1cc(C2CC2)[nH]n1)c1cccs1	26	-8	0	0	1.5	1	101	2	111	-60

All compounds of this part, repeating the preview:
SMILES	E-sel TNF inh	Yeast lifespan up	Phagocytosis inh	NPY-Y2 antag	MRP-1 activ	GALR2 blocker	bCat KO growth	Measles CPE	PTEN del growth	BB579 growth dn
COc1cc(/C=N/NC(=O)C(Cc2c[nH]c3ccccc23)NC(=O)OCc2ccccc2)cc([N+](=O)[O-])c1O (stereo not given)	x	-1	-3	1	0.4	1	104	6	98	-33
C/C(=N/NC(=O)c1cc(C2CC2)[nH]n1)c1cccs1	26	-8	0	0	1.5	1	101	2	111	-60
O=C(NCCOCC(F)(F)C(F)F)c1cc(F)c(F)cc1Cl	-5	-6	-2	1	0.3	-2	105	3	115	-72
O=C(CNCC1CCCCC1)Nc1ccccc1N1CCCCC1	4	-3	x	8	-5.2	26	77	9	82	-14
CC(=O)Nc1cc(NC(C)=O)c2nc(N)sc2c1	-1	0	0	0	-2.6	1	101	5	98	23
Cc1cc(C)c(C(=O)COC(=O)Cn2cnnn2)cc1C	x	-7	0	0	-0.4	0	100	30	99	-54
COc1ccc(C(=O)COc2cccc(NC(=O)c3ccco3)c2)cc1	-2	x	x	2	-5.0	7	100	12	92	-22
CCOC(=O)CSc1nc2ccc(C)cc2cc1C#N	x	-4	0	3	0.2	3	93	5	117	-74
O=C(NS(=O)(=O)c1ccccc1)c1ccccc1	11	-6	-1	2	-0.7	-12	94	10	96	-42
COc1ccccc1-n1c(=S)sc2c(=O)n(Cc3ccco3)c(SC)nc21	28	-5	-1	3	-3.5	1	84	21	80	-15
COc1ccc(C(O)P(=O)(O)CCc2ccccc2)cc1 (stereo not given)	-14	-9	x	13	-0.6	5	95	2	84	1
CCc1cccc(C)c1NC(=O)CSc1nc(-c2ccccc2F)nc2nc[nH]c12	-41	1	x	6	-3.2	-4	80	12	81	-20
C=CCOC(=O)C1=C(C)NC(SCC(=O)OCC)=C(C#N)C1c1ccc(O)c(OC)c1 (stereo not given)	x	-9	-1	4	0.1	-1	97	16	98	-73
O=C(Nc1cccc2nsnc12)c1ccc2c(c1)OCCO2	-7	-18	-2	9	-1.9	8	79	x	86	-39
Cc1ccc2c(c1)N(CC(=O)NCc1ccco1)C(=O)CO2	-29	x	x	0	1.4	8	107	1	112	-13
COC(=O)c1cc(OC)c(OC)cc1NC(=O)Nc1ccc(OC)cc1OC	-29	-8	-1	0	-2.8	-3	107	11	115	-26
CCCn1c(CN2CCN(C(=O)c3ccco3)CC2)nc2c1c(=O)n(C)c(=O)n2C	x	-3	-1	2	-2.3	0	96	1	100	-19
O=C(NC1CC2CCC1C2)C1COc2ccccc2O1 (stereo not given)	-34	-1	-1	2	0.1	14	99	1	100	-37
O=C(NC1CCN(C(=O)Nc2ccccc2)CC1)C1CCCCC1	-2	-21	-1	1	-3.5	-9	106	11	102	-14
CCOC(=O)/C=C/C(=O)N1CCc2ccccc21	-31	-8	x	0	-2.2	-1	94	25*	101	-10
Cc1cccc(C)c1NC(=S)NC(=O)c1ccccc1F	x	-5	-3	6	-2.8	-6	80	18	84	-11
CCOC(=O)c1sc(NC(=O)c2ccco2)c(C#N)c1C	18	-2	-3	2	-1.8	12	89	18	94	-52
COC(=O)COc1ccc(Oc2cc(C)nc(SC)n2)nn1	-14	0	-1	-2	-0.6	-2	105	16	104	-32
O=C1c2ccsc2SCCN1Cc1ccccc1Cl	3	5	-1	11	-1.3	-7	84	3	89	-35
CCN(CC)CC(=O)Nc1c(Br)ccc2c1OCO2	10	-2	0	0	0.7	1	100	6	107	-90

New compounds follow:
SMILES	E-sel TNF inh	Yeast lifespan up	Phagocytosis inh	NPY-Y2 antag	MRP-1 activ	GALR2 blocker	bCat KO growth	Measles CPE	PTEN del growth	BB579 growth dn
COc1ccc(-n2c(SCC(=O)Nc3nccs3)nnc2-c2ccccc2)cc1	32	-22	-1	4	-5.2	-12	16	5	34	-11
O=C(NCc1ccc(Cl)cc1)C1CCN(S(=O)(=O)c2cc([N+](=O)[O-])ccc2Cl)CC1	-9	-2	-5	1	-1.9	-3	54	7	67	-11
CCc1ccc(C(=O)OCC(=O)Nc2cccc(S(=O)(=O)NC3=NCCCCC3)c2)cc1	15	-2	-7	2	-0.3	-2	89	4	98	-6
Cc1cccc(NC(=O)CN2C(=O)NC(Cc3ccccc3)C2=O)c1 (stereo not given)	-1	-20	-1	-1	-0.2	-3	103	7	101	-14
O=C1C2C(C(=O)N1Cc1cccnc1)C1C=CC2C12CC2 (stereo not given)	11	0	0	2	-3.2	1	92	15	99	5
CCOC(=O)/C=C1\SCC(=O)N1CC(O)CN1C(=O)CS/C1=C\C(=O)OCC	x	-6	3	3	0.1	-5	100	6	102	-39
O=C(Nc1c(-c2ccccc2)nc2c(Br)cc(Br)cn12)c1ccco1	-16	-15	-2	12	-3.2	-2	76	5	66	-43
CC(C)(C)CC(C)(C)NCC(O)COc1c(F)cc(Br)cc1F (stereo not given)	13	-13	0	5	-5.0	-5	13	6	26	-6
Cc1cccc(NC(=O)Cn2cnc3sc(C)c(S(=O)(=O)N4CCC(C)CC4)c3c2=O)n1	6	0	x	2	-2.6	2	94	7	96	-49
O=C(COc1ccc(F)cc1)N(CC1=CCS(=O)(=O)C1)c1ccccc1	-20	-11	-1	5	-0.8	-6	80	17	82	-46
O=C(c1cccs1)N1CCN=C1SCc1ccccc1	44*	-12	0	5	1.5	-1	96	9	93	-18
CC(C)OC(=O)CSc1nnc(-c2ccccn2)n1-c1ccccc1	10	4	-1	0	-1.0	-11	94	2	97	-19
O=C(CN1CCN(c2ccccn2)CC1)Nc1cccc(C(F)(F)F)c1	-39	-9	4	3	0.0	3	87	25	94	-63
O=C(CN1CCN(c2ccc(F)cc2)CC1)c1ccc2c(c1)OCO2	8	-16	x	4	-3.4	-1	88	18	92	13
CCOC(=O)C1CCCN(C(=O)c2ccc(CS(=O)(=O)c3ccc(C)cc3)o2)C1 (stereo not given)	x	-15	x	3	-1.0	-4	83	8	76	1
COC(=O)Cc1c(C)c2ccc(OC(=O)c3ccccc3)cc2oc1=O	42	-14	-2	5	-3.4	-16	90	14	88	-2
COC(=O)c1c(NC(=O)CN2C(=O)NC(CCc3ccccc3)C2=O)sc2c1CCCCC2 (stereo not given)	x	0	-10	-1	-0.6	-11	57	23	57	-29
CC(C)(C)c1ccc(C(=O)Nc2nnc(Cc3c[nH]c4ccccc34)s2)cc1	x	-2	x	-1	-3.5	7	59	6	66	-41
COc1ccc(C(=O)Nn2c(SCC(=O)NC3CCCC3)nc3ccccc3c2=O)cc1	26	0	-2	2	-0.9	5	87	20	78	-37
CC(=O)c1cc(-c2ccccc2)n(CCC(=O)NC2CCCCC2)c1C	-23	-2	-5	3	-1.9	-10	75	3	83	-4
CCOC(=O)c1ccccc1NC(=O)COc1cc(=O)n(CC)c2ccccc12	-7	2	-2	7	-2.1	-9	87	14	101	-85
Cc1ccccc1Nc1cc(C)c2c(O)cccc2n1	-25	0	x	3	-4.2	24	28	11	42	-43
Cc1cccc(C)c1OCC(O)CN (stereo not given)	-5	-11	0	3	-1.6	2	91	4	88	9
Cc1c(NC(=O)CSc2nnnn2Cc2ccccc2)c(=O)n(-c2ccccc2)n1C	-10	-11	-1	-1	-2.1	-2	88	19	92	-17
CCOC(=O)C1CCCN(C/C=C/c2ccccc2[N+](=O)[O-])C1 (stereo not given)	-9	-13	x	1	-3.4	8	101	10	87	-14

Sorted by the number under GALR2 blocker (largest number first): five from the list above
smiles | E-sel TNF inh | Yeast lifespan up | Phagocytosis inh | NPY-Y2 antag | GALR2 blocker | Measles CPE | BB579 growth dn
COc1ccc(C(=O)Nn2c(SCC(=O)NC3CCCC3)nc3ccccc3c2=O)cc1 | 26 | 0 | -2 | 2 | 5 | 20 | -37
O=C(CN1CCN(c2ccccn2)CC1)Nc1cccc(C(F)(F)F)c1 | -39 | -9 | 4 | 3 | 3 | 25 | -63
Cc1cccc(NC(=O)CN2C(=O)NC(Cc3ccccc3)C2=O)c1 (stereo not given) | -1 | -20 | -1 | -1 | -3 | 7 | -14
CCOC(=O)C1CCCN(C(=O)c2ccc(CS(=O)(=O)c3ccc(C)cc3)o2)C1 (stereo not given) | x | -15 | x | 3 | -4 | 8 | 1
CC(C)OC(=O)CSc1nnc(-c2ccccn2)n1-c1ccccc1 | 10 | 4 | -1 | 0 | -11 | 2 | -19

Later entries
SMILES	E-sel TNF inh	Yeast lifespan up	Phagocytosis inh	NPY-Y2 antag	MRP-1 activ	GALR2 blocker	bCat KO growth	Measles CPE	PTEN del growth	BB579 growth dn
c1ccc(CSc2ccc3nnc(-c4cccnc4)n3n2)cc1	13	1	-8	0	-2.9	8	85	19	82	-53
C(=N\Nc1nc2ccccc2[nH]1)/c1cccs1	-19	-15	0	0	-1.1	29*	94	13	89	-45
O=c1c2ccccc2nc(SCc2nc3ccccc3s2)n1CCCO	-1	-4	-2	6	-2.9	0	79	8	75	-39
O=S1(=O)Nc2c(ccc3cccnc23)-c2ccccc21	-27	-13	-2	3	-6.7	11	4.7*	5	2.3*	100*
CS(=O)(=O)N1N=C(c2ccco2)CC1c1ccc(Br)cc1 (stereo not given)	x	1	-8	2	-0.8	1	94	3	97	-26
CCCC(=O)Nc1c2c(nn1-c1ccc(OC)cc1)CS(=O)(=O)C2	-22	-7	1	4	-0.4	-5	84	7	85	-26
CC(=O)N1CCc2cc(Br)cc(S(=O)(=O)NCCCN3CCC(C)CC3)c21	1	-8	0	1	-0.2	14	91	7	121	-21
CCOC(=O)c1cc2sc(C)cc2n1CC(=O)NCc1ccc(F)cc1	-13	-10	-1	7	-3.6	-5	96	19	86	-6
Cc1cc2nnc(SCC(=O)Nc3cccc(S(=O)(=O)N4CCOCC4)c3)n2c2ccccc12	34	-5	-14	1	1.6	-7	92	23	86	-15
COC(=O)C1=NNC2(c3ccc(C)cc3)C(=O)N(c3cccc(C)c3C)C(=O)C12 (stereo not given)	17	14	-1	4	-1.7	12	88	5	95	-14

Reformatted: entries from further up.
Under each structure – E-sel TNF inh, Yeast lifespan up, Phagocytosis inh, NPY-Y2 antag, MRP-1 activ, GALR2 blocker, bCat KO growth, Measles CPE, PTEN del growth, BB579 growth dn
> O=S1(=O)Nc2c(ccc3cccnc23)-c2ccccc21
  -27, -13, -2, 3, -6.7, 11, 4.7*, 5, 2.3*, 100*
> CS(=O)(=O)N1N=C(c2ccco2)CC1c1ccc(Br)cc1 (stereo not given)
  x, 1, -8, 2, -0.8, 1, 94, 3, 97, -26
> CCCC(=O)Nc1c2c(nn1-c1ccc(OC)cc1)CS(=O)(=O)C2
  -22, -7, 1, 4, -0.4, -5, 84, 7, 85, -26
> CC(=O)N1CCc2cc(Br)cc(S(=O)(=O)NCCCN3CCC(C)CC3)c21
  1, -8, 0, 1, -0.2, 14, 91, 7, 121, -21
